ERAP1 HTS inh = blocks human ERAP1 aminopeptidase activity | Q9NZ08 | recombinant ERAP1, Leu-AMC fluorescence, 60 min | inhibition, % at 10.7 µM | hit rate 0.15% among 340,000 | AID 652197;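 active = mean replicate inhibition of at least 30%, or all replicates individually reaching that 30% level; inactive = mean below 30% and not every replicate reaching it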;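 also: 0% = neutral control wells and 100% = L-leucinethiol positive control wells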
Target sequence (Q9NZ08 whole entry, looked up): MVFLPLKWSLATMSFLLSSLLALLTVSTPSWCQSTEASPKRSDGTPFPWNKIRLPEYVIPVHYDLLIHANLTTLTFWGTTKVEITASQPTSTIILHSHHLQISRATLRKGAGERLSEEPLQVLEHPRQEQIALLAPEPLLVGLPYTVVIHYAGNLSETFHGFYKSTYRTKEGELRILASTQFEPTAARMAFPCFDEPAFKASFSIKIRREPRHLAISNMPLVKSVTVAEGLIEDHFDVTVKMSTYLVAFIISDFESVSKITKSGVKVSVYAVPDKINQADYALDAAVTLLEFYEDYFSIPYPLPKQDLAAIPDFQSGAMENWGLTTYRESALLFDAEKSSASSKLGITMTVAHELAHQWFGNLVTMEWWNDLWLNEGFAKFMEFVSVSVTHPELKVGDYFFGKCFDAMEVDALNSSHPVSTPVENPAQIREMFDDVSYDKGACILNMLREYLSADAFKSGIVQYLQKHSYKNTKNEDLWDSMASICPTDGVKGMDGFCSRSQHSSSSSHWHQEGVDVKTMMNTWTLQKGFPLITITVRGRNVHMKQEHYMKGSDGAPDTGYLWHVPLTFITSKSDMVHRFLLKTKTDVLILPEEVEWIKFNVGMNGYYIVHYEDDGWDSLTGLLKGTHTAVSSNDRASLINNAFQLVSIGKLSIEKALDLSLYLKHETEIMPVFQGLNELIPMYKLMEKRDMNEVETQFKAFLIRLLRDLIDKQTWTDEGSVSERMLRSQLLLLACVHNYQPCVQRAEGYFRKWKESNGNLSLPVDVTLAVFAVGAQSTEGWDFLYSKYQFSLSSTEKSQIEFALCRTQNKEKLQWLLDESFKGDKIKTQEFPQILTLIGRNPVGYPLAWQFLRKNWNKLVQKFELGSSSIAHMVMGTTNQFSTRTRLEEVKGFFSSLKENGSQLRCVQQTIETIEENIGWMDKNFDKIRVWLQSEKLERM
EWS-Fli block = blocks EWS/Fli oncoprotein-driven transcription | A673 NR0B1-luciferase reporter, viability-normalised | inhibition, % at 12.6 µM | hit rate 0.67% among 350,000;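 active = mean inhibition of at least 50% after viability correction, with every replicate also passing that limit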;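 also: firefly luciferase signal divided by Alamar Blue viability fluorescence both relative to DMSO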
LGR2 antag = blocks bursicon-induced cAMP signaling via Drosophila LGR2; inhibition, % at 9.99 µM; HEK293 LGR2, CRE-luciferase, bursicon-stimulated, 4 h; hit rate 0.35% among 380,000; AID 720647;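 active = drop in luminescence signal, shown as inhibition above about 50% in the replicate tests, limit read from the data, passing the limit was not always enough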;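 also: agonist challenge used bursicon conditioned medium at about half maximal strength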
FN deposition inh = fibronectin deposition inhibition; AH1F fibroblasts, Alexa488-fibronectin deposition fluorescence, overnight; inhibition, % at 12.6 µM; hit rate 0.086% among 350,000;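 active = mean inhibition across replicates of 30% or more, regardless of how many single replicates reach that level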;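 also: positive control wells lacked labelled fibronectin entirely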
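Material: AH1F fibroblast monolayer depositing Alexa488-labelled fibronectin into matrix / Amount: 10000 AH1F cells per well / Signal: fluorescence 485/525 nm / Medium: DMEM, 2% serum / Compound: single dose, pinned / Incubation: 1 h cell adhesion before compound, then overnight fibronectin incubation / Reagent: Alexa488-FN, 24 nM final / Read-out: inhibition of fibronectin deposition signal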
PAX8 reporter = PAX8 transcriptional activity inhibition; AID 652154; hit rate 1.2% among 360,000; RMG-I TPO-luciferase reporter, SteadyGlo, 24 h; inhibition, % at 12.6 µM;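 active = mean replicate inhibition at least 60% with every replicate also reaching 60%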;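 also: luciferase light reporting Pax8 driven TPO promoter activity; plate controls were median of neutral control wells for no effect and mitoxantrone controls for full effect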
PglD inh = PglD (C. jejuni) enzyme inhibition; purified PglD enzyme, DTNB colorimetric CoA detection; inhibition, % at 12.5 µM; hit rate 0.098% among 360,000; in the data active = inhibition above about 16%, passing the limit was not always enough; also: strong numbers were not always called active
S100A4 MyoIIA = blocks human S100A4 binding to myosin IIA peptide; inhibition, % at 10.7 µM; AID 652163; S100A4/TAMRA-MyoIIA peptide fluorescence polarization; P26447; hit rate 0.14% among 360,000;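 active = mean inhibition of at least 70% across replicates, with every replicate also reaching that level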
Target sequence (P26447 whole entry, looked up): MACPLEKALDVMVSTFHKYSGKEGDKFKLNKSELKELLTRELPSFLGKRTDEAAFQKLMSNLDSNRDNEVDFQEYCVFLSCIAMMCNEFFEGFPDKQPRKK
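Material: S100A4 monomer protein | Medium: HEPES pH 7.2 with CaCl2, KCl, NaCl, DTT, Triton | Reagent: Labelled myosin peptide probe, 5 nM | Doses: One dose per compound | Times: 5 min incubation before reading | Benchmarks: Neutral control DMSO, positive control TFP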
PGC1a acetyl inh = PGC1a acetylation modulation, inhibitor mode | hit rate 0.17% among 350,000 | AID 651687 | inhibition, % at 15.6 µM | U2OS PGC1a acetylation, AlphaScreen anti-acetyl-lysine; with virally co-expressed GCN5 acetyltransferase;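 active = every replicate shows inhibition of at least 40%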;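 also: 0% = neutral control wells and 100% = positive control wells; some results beyond the cut were filed as inactive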
* = called active by the depositor; . = not tested or not shown.

structure	ERAP1 HTS inh	EWS-Fli block	LGR2 antag	FN deposition inh	PAX8 reporter	PglD inh	S100A4 MyoIIA	PGC1a acetyl inh
COc1ccc2c3c([nH]c2c1)[C@H](CO)N(C(=O)C1CC1)CC31CN(Cc2cccc(F)c2)C1	0.6	-1.9	-10.4	.	25.0	.	-5.5	.
COc1ccccc1C#Cc1ccc([C@H]2[C@@H](CO)N(C(=O)C3CCCCC3)[C@H]2C#N)cc1	-2.0	17.8	-9.8	-1.4	90.3*	1.5	-13.0	-4.5
Cc1noc(C)c1NC(=O)Nc1ccc2c(c1)CC(=O)N([C@H](C)CO)C[C@@H](C)[C@H](CN(C)S(=O)(=O)c1ccccc1)O2	5.1	-7.3	0.4	.	-39.9	3.8	-62.5	7.2
CO[C@H]1CN(C)C(=O)c2cc(NC(=O)c3ccc4c(c3)OCO4)ccc2OC[C@@H](C)N(CC2CC2)C[C@@H]1C	0.3	-5.1	-5.1	.	-4.2	1.5	1.2	0.7
Cc1cc(C)cc(OCC(=O)NNC(=O)c2ccoc2C)c1	.	.	0.0	-11.2	.	2.1	.	8.9
Cc1cc(C(=O)COC(=O)Cn2cnc3c2c(=O)n(C)c(=O)n3C)c(C)n1C	.	.	.	-1.4	-0.8	1.5	.	5.7
COc1ccc(S(=O)(=O)N2CCc3cc4c(cc3C2C)OCCCO4)cc1 (centres undefined)	0.2	5.8	-20.1	17.1	-0.1	1.8	-5.1	.
Cc1ccc2cc(CCNC(=O)c3cccc([N+](=O)[O-])c3)c(=O)[nH]c2c1	-8.6	10.7	-10.1	-2.6	-4.6	.	-7.3	.
CCOC(=O)c1cc2ccc3ccccc3c2oc1=O	-466.2	1.1	-7.9	-14.1	7.7	-21.4	0.7	-3.8
CC(=O)N1CC2(C1)[C@@H](c1ccc(-c3ccc(C#N)cc3)cc1)[C@@H](CO)N2C(=O)C1CC1	1.6	1.9	14.1	.	.	.	4.5	4.7
O=S(=O)(NCc1ccccn1)c1ccc(Cl)s1	5.8	0.7	.	-1.9	-8.5	.	-0.9	-7.5
CCCc1cc(=O)n(-c2nc3ccccc3s2)[nH]1	0.2	-6.4	-5.9	-11.3	-14.3	-5.4	-5.3	-8.9
C[C@@H]1CN([C@H](C)CO)C(=O)c2cc(C3=CCCCC3)cnc2O[C@@H]1CN(C)CC1CCOCC1	-0.7	-11.9	10.0	.	-4.6	2.8	-15.4	-5.3
COc1ccc(N(CC(=O)O)S(=O)(=O)c2ccc(C)cc2)cc1Cl	9.9	7.6	.	-0.8	13.6	.	5.1	-3.4
CCOC(=O)C1CCN(CC(O)COCc2ccc(Cl)cc2)CC1 (centres undefined)	-1.1	-8.9	14.2	-6.1	-7.1	-3.8	-3.9	3.8

Overlap with the part before: 2 compounds; new compounds follow.
structure	ERAP1 HTS inh	EWS-Fli block	LGR2 antag	FN deposition inh	PAX8 reporter	PglD inh	S100A4 MyoIIA	PGC1a acetyl inh
COc1ccc(N(CC(=O)O)S(=O)(=O)c2ccc(C)cc2)cc1Cl	9.9	7.6	.	-0.8	13.6	.	5.1	-3.4
CCOC(=O)C1CCN(CC(O)COCc2ccc(Cl)cc2)CC1 (centres undefined)	-1.1	-8.9	14.2	-6.1	-7.1	-3.8	-3.9	3.8
CC(=O)N1CCN(C(=O)c2ccco2)CC1	-3.5	-17.3	-1.8	4.6	-2.0	-8.6	-4.4	-4.2
C=CCN1C(=O)c2[nH]nc(-c3ccccc3)c2C1c1ccc(C)cc1 (centres undefined)	2.3	-9.9	3.2	-15.4	-1.8	.	-9.9	.
COCCCN(C(=S)Nc1c(C)cc(C)cc1C)C(C)c1ccncc1 (centres undefined)	.	.	12.6	10.5	-18.1	.	.	-3.8
CCCNC(=O)COCc1cc(-c2ccc3c(c2)OCO3)on1	-0.7	-17.7	-27.4	6.9	-29.9	-2.5	-2.4	-5.7
NNc1nc(-c2ccccc2)cc(-c2ccccc2)n1	0.4	22.1	-8.3	0.7	1.8	.	0.6	.
COCC(=O)N(C)C[C@H]1Oc2cc(C#CC(C)(C)O)ccc2S(=O)(=O)N([C@@H](C)CO)C[C@H]1C	-0.7	-1.9	-18.2	.	.	0.9	-4.4	0.3
Cc1ccc(OCC(=O)N(Cc2ccc(C)o2)C2CCS(=O)(=O)C2)cc1 (centres undefined)	2.2	.	-6.2	3.1	4.9	-2.8	-2.8	-2.5
O=[N+]([O-])c1ccc2nc(NS(=O)(=O)c3ccccc3[N+](=O)[O-])sc2c1	4.5	-30.2	11.0	-0.9	4.6	-9.8	-1.0	.
COc1ccc(S(=O)(=O)Nc2ccc3c(c2)CC(=O)N([C@H](C)CO)C[C@@H](C)[C@H](CN(C)S(=O)(=O)c2ccc(F)cc2)O3)cc1	.	-1.3	-8.1	.	-13.5	1.5	.	0.6
COc1ccccc1CNC(=O)c1oc2ccc(S(=O)(=O)N3CCOCC3)cc2c1C	1.8	-5.3	6.9	1.7	-10.2	-4.6	-4.9	.
Cc1cccc(/C(N)=N/OC(=O)CCCc2ccccc2)c1	0.2	.	-61.0	-1.6	-52.4	-4.7	-0.4	-7.9
COc1ccc(CNC(=O)C2CCN(S(=O)(=O)N3CC(C)CC(C)C3)CC2)cc1 (centres undefined)	-2.2	3.1	11.7	-7.1	-6.6	3.5	-6.2	-4.7
Cc1cccc(N(C)C(=O)c2cnn(-c3ccccc3)c2C)c1	-0.9	2.0	-4.5	4.5	27.8	5.2	-6.2	.
COc1cc(OC)c(C2C(C#N)=C(N)OC3=C2C(=O)CC(C)C3)cc1OC (centres undefined)	2.2	.	10.3	1.2	12.2	-2.7	0.7	12.1
COc1ccc2c3c(n(C)c2c1)[C@H](CO)N(Cc1ccc2c(c1)OCO2)CC31CN(C(=O)C2CC2)C1	-1.9	3.7	10.6	.	.	.	11.7	-6.3

Compound profiles, as listed above. Screens in order: ERAP1 HTS inh	EWS-Fli block	LGR2 antag	FN deposition inh	PAX8 reporter	PglD inh	S100A4 MyoIIA	PGC1a acetyl inh
Results for `COc1ccc(N(CC(=O)O)S(=O)(=O)c2ccc(C)cc2)cc1Cl` = 9.9	7.6	.	-0.8	13.6	.	5.1	-3.4
Results for `CCOC(=O)C1CCN(CC(O)COCc2ccc(Cl)cc2)CC1` (centres undefined) = -1.1	-8.9	14.2	-6.1	-7.1	-3.8	-3.9	3.8

Continued.
structure	ERAP1 HTS inh	EWS-Fli block	LGR2 antag	FN deposition inh	PAX8 reporter	PglD inh	S100A4 MyoIIA	PGC1a acetyl inh
O=C(C[C@H]1C[C@@H]2c3cc(NS(=O)(=O)c4ccccc4)ccc3O[C@@H]2[C@@H](CO)O1)N1CCCCC1	-2.6	-0.2	13.0	-1.3	4.1	-0.3	5.4	9.7
NC(Cc1ccc(C(F)(F)F)cc1)c1csc(NC(=O)Nc2ccccc2)n1 (centres undefined)	-1.2	-5.3	12.1	-9.1	-3.8	-4.3	-2.0	-1.6
COc1cccc(NC(=O)N2CCCC2C(=O)NC2CCCC2)c1 (centres undefined)	-0.9	-0.7	-4.2	-0.2	-0.8	-1.7	-4.4	-1.2
Cc1ccccc1-n1c(SCC(=O)NCc2cccs2)nc2ccccc2c1=O	.	.	17.6	7.3	7.0	-4.4	.	-6.7
N/C(=N\OC(=O)c1ccc(Br)cc1)c1ccncc1	-0.8	-116.3	-74.6	1.2	-77.0	.	4.7	-11.1
C[C@@H]1O[C@H](C2CCCC2)Cc2[nH]c(=S)[nH]c(=O)c21	-0.6	8.5	-27.5	1.2	-16.5	.	-2.0	.
C[C@H](CO)N1C[C@H](C)[C@H](CN(C)C)Oc2c(NS(=O)(=O)c3ccc(Cl)cc3)cccc2C1=O	2.0	13.0	-11.8	-0.9	-6.0	2.8	0.5	4.8
CCOC(=O)C(C#N)=C1CCN(Cc2ccccc2)CC1	-2.3	-4.5	9.3	-1.5	10.3	2.3	-1.1	-13.1
O=S(=O)(N[C@H]1CC[C@H](CCn2cc(Cc3ccccc3)nn2)O[C@@H]1CO)c1ccccc1F	0.6	.	0.4	-6.9	.	-0.5	-3.8	-1.7
CCN(CC(=O)Nc1cccc(OC)c1)C(=O)C1CC(=O)N(Cc2ccccc2Cl)C1 (centres undefined)	3.1	-2.7	-11.7	-6.5	-0.4	5.4	-4.4	.
Cc1ccc(S(=O)(=O)c2cn(C)c3cc(N4CCN(C)CC4)c(F)cc3c2=O)cc1	2.9	-27.9	15.5	6.1	6.3	-0.2	41.8	2.5
COC(=O)[C@@H]1[C@@H](CO)[C@@H]2Cn3c(ccc(-c4ccccc4F)c3=O)[C@@H]2N1Cc1ccccc1	0.4	4.4	-4.7	.	1.2	2.4	4.1	.
COCC(=O)N1CC[C@@H]2[C@H]1c1cc(-c3cccc(OC)c3)ccc1N(C)[C@@H]2CO	1.0	-10.2	3.5	-3.5	27.9	-0.1	-2.5	7.7
CCOn1c(=O)c(-c2cccc3ccccc23)[n+]([O-])c2ccccc21	1.8	7.7	5.8	12.5	21.5	-11.8	-8.5	6.9
Cc1cccc(CCNS(=O)(=O)c2ccc3c(c2)n(C)c(=O)c(=O)n3C)c1	8.0	-5.9	6.8	-4.2	3.4	3.4	-9.9	12.7
O=C(Nc1ccc(S(=O)(=O)Nc2ccccc2)cc1)c1ccc(CN2CCOCC2)cc1	.	28.7	13.1	-6.2	33.9	.	-2.8	-4.6
O=C(O)Cn1nnnc1SCC(=O)Nc1ccc(F)cc1F	0.0	-1.6	25.2	-11.0	-0.7	-6.9	0.5	3.3
CCOC(=O)CS(=O)(=O)c1ccc(O)cc1	5.0	1.5	-0.3	7.2	-14.6	.	1.7	6.8
CC(Sc1nc(-c2ccccc2)c(-c2ccccc2)[nH]1)C(=O)NCC1CCCO1 (centres undefined)	0.1	10.3	-19.8	3.5	-30.6	-0.1	-1.0	.
Cc1c(C(=O)N(Cc2nccn2C)C(C)C)oc2c(F)cccc12	-2.2	.	-13.5	2.9	0.5	-2.2	-0.9	0.1
CN(C)c1ccc(C(=O)Nc2cccc(S(=O)(=O)NC3=NCCCCC3)c2)cc1	1.7	-40.9	-13.1	.	-58.9	1.7	2.9	-5.8
N#C[C@@H]1[C@@H](c2ccc(-c3ccncc3)cc2)[C@@H](CO)N1C(=O)C1CCOCC1	0.8	5.2	-9.2	8.0	-16.6	1.2	10.5	9.3
CN(C)Cc1cn(CC[C@@H]2CC[C@H](N)[C@H](CO)O2)nn1	2.6	-2.3	7.8	-7.2	0.5	-2.1	1.3	-1.9
CCCOC1CCCN(C(=O)CCCn2nnnc2CN2CCOCC2)C1 (centres undefined)	-4.1	0.7	-1.1	11.3	1.4	2.2	-4.3	.
CCN(CC)C(=O)CSc1nnc([C@@H](N)Cc2ccccc2)o1	.	.	-27.2	-5.2	.	2.9	.	4.7
C[C@H](CO)N1C[C@H](C)[C@@H](CN(C)C(=O)C2CCCCC2)OCCCC[C@H](C)Oc2ccc(NC(=O)Nc3ccccc3)cc2C1=O	-0.8	8.3	0.9	-5.9	-1.6	-2.3	6.8	0.3
COC(=O)c1ccc(CSc2ccc3nnc(-c4ccccn4)n3n2)o1	.	13.6	1.1	2.0	17.1	0.2	-3.3	9.9
CN(C(=O)c1cccc(NC(=O)Cc2ccc([N+](=O)[O-])cc2)c1)C1CC1	-3.9	-0.9	-6.6	-1.8	7.5	-0.6	-4.3	12.0
Cc1cnc(C(=O)N(c2ccccc2)C(c2ccccc2)c2nc3ccccc3[nH]2)cn1 (centres undefined)	-0.2	-32.6	-49.5	-14.3	-98.1	1.7	-7.0	3.6

Screens: PubChem BioAssay, Broad Institute
